Glioma ERSR ind: ER stress response induction in glioma | U87-MG GRP78 promoter luciferase reporter, 16 h | Potency, µM, for inactives: top-dose activation, hits mostly activators | 420,000 tested, 0.02% active; note: potency is the fitted concentration of half-maximal effect; series mostly up to about 76 µM; % of control where 0% means no effect; nearly all actives have a fitted effect of over 35% in size
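ERSR induction read as luciferase luminescence (Bright-Glo, 10 min at room temperature) in stably transfected human U87-MG glioma cells exposed to compounds for 16 h, using GRP78 as sensor.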
Vif-A3G inh: blocks the Vif interaction with human APOBEC3G. Q9HC16. HeLa A3G-eYFP + Vif (tagged APOBEC3G with the HIV-1 protein that degrades it), YFP fluorescence, overnight. Potency, µM (series often up to 46.1 µM), for inactives: at the top dose activity, negative = active, actives largely listed as inhibitors. 410,000 tested, 0.076% active;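 note: potency is the fitted concentration of half-maximal effect; % is set by controls: 0 for no effect and ±100 for the full control effect; nearly all actives have a fitted effect of over 60% in size; hits raise eYFP signal because A3G escapes Vif-driven loss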
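HeLa cells stably expressing Vif and C-terminally eYFP-tagged A3G, seeded overnight at 37 deg C, then exposed to compound by pintool overnight at 37 deg C. Rise in yellow fluorescence (Ex 488/Em 500-530, Acumen) marks blocked Vif-driven A3G degradation.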
TrxR1 substrate: substrates of rat thioredoxin reductase 1. O89049. 390,000 tested, 0.01% active. purified TrxR1 substrate turnover, NADPH consumption readout. Potency, µM (titrated, usually from 114 µM), inactives show at the highest dose activity change, negative = substrate turnover. AID 588456; note: potency is the fitted concentration of half-maximal effect; % is set by controls: 0 for no effect and ±100 for the full control effect; nearly all actives have a fitted effect of over 50% in size
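Rat TrxR1, dispensed at 90 nM, was prereduced with 400 uM NADPH (final) for 5 min at ~22 deg C, then incubated with compound 15 min before 400 uM selenite. A first-read NADPH fluorescence drop versus no-compound background flagged substrates.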
TrxR1 inh: rat TrxR1 inhibition; O89049; recombinant rTrxR1, NADPH fluorescence consumption, selenite substrate; Potency, µM (highest dose often 114 µM), inactives show at the top dose activity change, negative = inhibition, usual class: inhibitors; 390,000 tested, 1% active; note: potency is the fitted concentration of half-maximal effect; % is set by controls: 0 for no effect and ±100 for the full control effect; nearly all actives have a fitted effect of over 65% in size
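Rat TrxR1 (90 nM in the dispensed reagent) was pre-reduced with 400 uM NADPH for 5 min at room temperature, then incubated with compound for 15 min. After 400 uM selenite was added, NADPH fluorescence (Ex 340/Em 450 nm) was followed for 8 min.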
Vif-APOBEC3F blk: Vif-A3F binding inhibition. HeLa A3F-eYFP + Vif (tagged APOBEC3F with the HIV-1 protein that degrades it), YFP fluorescence increase. Potency, µM (doses to about 46.1 µM), for inactives: at the highest dose activity, negative = active. 390,000 tested, 0.2% active. AID 602313; note: potency is the fitted concentration of half-maximal effect; % of control where 0% means no effect; nearly all actives have a fitted effect of over 65% in size
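HeLa cells stably expressing Vif plus C-terminally eYFP-tagged A3F were seeded, incubated overnight at 37 deg C, dosed with compound, incubated overnight again at 37 deg C. Yellow fluorescence (Ex 488/Em 500-530) reported blocked Vif-mediated A3F-eYFP degradation.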
RGS4 inh: blocks human RGS4-accelerated GTP hydrolysis | P49798 | 390,000 tested, 0.039% active | Potency, µM (series often up to 114 µM), without a hit: top-dose activity change, negative = inhibition, actives largely listed as inhibitors | AID 504845 | Transcreener GDP fluorescence polarization, RGS4-accelerated GTP hydrolysis; note: potency is the fitted concentration of half-maximal effect; % is set by controls: 0 for no effect and ±100 for the full control effect; nearly all actives have a fitted effect of over 75% in size; some results filed as inactive show a strong effect at the top dose
Target sequence (P49798 whole entry, looked up): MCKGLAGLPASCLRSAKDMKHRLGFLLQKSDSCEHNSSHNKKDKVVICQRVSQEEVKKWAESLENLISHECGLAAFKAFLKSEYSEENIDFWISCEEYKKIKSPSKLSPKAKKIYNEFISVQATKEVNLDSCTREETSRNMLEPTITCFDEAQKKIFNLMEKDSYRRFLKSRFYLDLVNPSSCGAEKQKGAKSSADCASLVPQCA
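MLSMR compounds (23 nl, pin-transferred) preincubated 10 min at room temperature with a 500nM (2x) first reagent, then RGS4 at 900nM (2x) plus Transcreener GDP mix added; fluorescence polarization (620/688 nm) read before and after 90 min at 30 °C.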
IDH1 R132H inh: human IDH1 R132H inhibition | Potency, µM (series often up to 76.6 µM), for the others: top-dose activity change, negative = inhibition, actives largely listed as inhibitors | IDH1-R132H enzyme, NADPH consumption, diaphorase/resazurin fluorescence | O75874 | 390,000 tested, 0.093% active; note: potency is the fitted concentration of half-maximal effect; % is set by controls: 0 for no effect and ±100 for the full control effect; nearly all actives have a fitted effect of over 65% in size
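IDH1-R132H (0.5 ug/mL) preincubated 30 min with compound, then NADPH (0.016 mM) and alpha-KG (2 mM) added; 80 min at RT, pH 7.5. Remaining NADPH coupled via diaphorase/resazurin to fluorescence (540/590 nm); concentration-response curves normalized to no-enzyme control.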
LDHA block: LDHA (human) enzyme inhibition; P00338; purified LDHA, NADH/diaphorase-resazurin fluorescence; stronger effect = lower value; activity change, % (values are at about 110 or 230 µM); 480,000 tested, 0.15% active; AID 1347041; in the data active = activity change below about -30%; inconclusive = mostly about -25% to -30%;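 note: plate controls were DMSO wells for no effect and wells without enzyme for full effect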
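Enzyme activity of human lactate dehydrogenase 5 (2 nM; 0.06 mM NADH, 0.2 mM pyruvate, 5 min, RT) is measured via a resazurin/diaphorase fluorescence readout of residual NADH.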
USP1-UAF1 inh: blocks the human USP1/UAF1 deubiquitinase complex; recombinant USP1/UAF1, Ub-Rhodamine cleavage fluorescence; Potency, µM (doses to about 57.1 µM), without a hit: at the highest dose activity change, negative = inhibition, most hits filed as inhibitors; 390,000 tested, 0.23% active; AID 743255; note: potency is the fitted concentration of half-maximal effect; % is set by controls: 0 for no effect and ±100 for the full control effect; nearly all actives have a fitted effect of over 60% in size; inactives centre near -12
Target sequence (O94782 whole entry, looked up): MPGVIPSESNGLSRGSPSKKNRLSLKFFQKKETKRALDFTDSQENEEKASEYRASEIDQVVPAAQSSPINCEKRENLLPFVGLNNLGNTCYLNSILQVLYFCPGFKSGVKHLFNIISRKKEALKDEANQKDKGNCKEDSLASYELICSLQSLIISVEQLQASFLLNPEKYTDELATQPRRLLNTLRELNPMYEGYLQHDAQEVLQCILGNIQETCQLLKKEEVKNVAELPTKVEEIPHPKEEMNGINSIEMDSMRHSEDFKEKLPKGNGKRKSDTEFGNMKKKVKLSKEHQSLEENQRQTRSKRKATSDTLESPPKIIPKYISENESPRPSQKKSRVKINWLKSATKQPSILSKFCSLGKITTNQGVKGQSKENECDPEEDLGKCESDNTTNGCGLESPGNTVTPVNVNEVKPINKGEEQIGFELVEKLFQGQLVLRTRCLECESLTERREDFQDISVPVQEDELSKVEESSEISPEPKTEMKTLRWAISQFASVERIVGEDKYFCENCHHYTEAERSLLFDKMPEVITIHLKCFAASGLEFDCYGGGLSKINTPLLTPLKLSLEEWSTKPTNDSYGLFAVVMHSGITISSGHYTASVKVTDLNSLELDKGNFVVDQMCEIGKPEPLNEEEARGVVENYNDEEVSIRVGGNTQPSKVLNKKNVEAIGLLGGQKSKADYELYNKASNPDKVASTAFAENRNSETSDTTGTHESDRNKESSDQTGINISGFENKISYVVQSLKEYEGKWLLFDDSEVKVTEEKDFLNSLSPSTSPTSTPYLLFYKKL
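In this screen, compounds sit with the deubiquitinase complex (1nM) for 15 min at room temperature before Ub-Rho is added at 150nM final. Fluorescence rise is then followed for 6 reads every 60 seconds.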
* marks the source's active call; other numbers are inactive results; ? = inconclusive; · = not tested or not shown; & = joins results of further samples; [ ] = another dose, or the depositor's remark. Unless noted, calls come from the whole dose curve; as a rule, active = well fitted curve in the direction sought with a large enough effect; inconclusive = small, poorly fitted or top-dose-only effect, or another doubt; inactive = no such curve, though single readings can be large; an effect the other way counts as inactive or inconclusive. A portion of the library (hit frequency here may not be typical).

Every second line gives: Glioma ERSR ind	Vif-A3G inh	TrxR1 substrate	TrxR1 inh	Vif-APOBEC3F blk	RGS4 inh	IDH1 R132H inh	LDHA block	USP1-UAF1 inh
> COc1cc(C(=O)N[C@H](C(=O)NC(C)C23CC4CC(CC(C4)C2)C3)C(C)C)cc(OC)c1OC (stereo partly drawn)
→ -1.7%	-1.0%	8.0%	32.3%	-3.9%	-14.4%	8.8%	0.2	-15.6%
> CCCC(=O)Nc1nnc(SCC(=O)NCc2ccc3c(c2)OCO3)s1
→ -6.0%	-2.3%	1.6%[57.1 µM]	14.0%[57.1 µM]	-4.4%	-27.8%	-6.4%	-5.8	-17.3%
> CC(C)(C)c1ccc(C(=O)NNC(=O)CCc2ccccc2)cc1
→ -0.5%	1.8%	1.1%[57.1 µM]	14.2%[57.1 µM]	-6.3%	11.9%	3.2%	0.0	-4.3%
> COc1ccc(C(=O)OCCN2CCN(C3=NS(=O)(=O)c4ccccc43)CC2)cc1OC
→ -3.0%	-4.1%	6.2%[57.1 µM]	12.7%[57.1 µM]	-15.6%	-4.1%	3.8%	-5.9	0.1%
> CCCCOC(=O)/C=C/c1c(C)[nH]c(=O)[nH]c1=O
→ -2.4%	-0.8%	5.4%[57.1 µM]	-4.0%[57.1 µM]	4.9%	1.3%	0.7%	-0.7	1.5%
> Brc1ccc(CN2CCN(Cc3c[nH]c4ccccc34)CC2)cc1
→ -6.1%	-3.1%	11.4%[57.1 µM]	10.3%	-9.0%	0.9%	2.9%	-18.6	-12.5%
> COc1cccc(CCNC(=O)c2cc(COc3ccc(C)c(C)c3)on2)c1OC
→ -1.0%	2.1%	·	·	1.3%	·	6.8%	-1.0	-2.8%
> CSc1ncccc1C(=O)N1CCN(S(=O)(=O)c2ccc(F)cc2)CC1
→ -1.9%	-0.4%	2.0%	22.0%	-4.9%	-3.2%	-7.0%	-7.9	-5.8%
> COc1ccc(S(=O)(=O)N2CCCCCC2)cc1NC(=O)CN1C(=O)NC(C)(c2ccc(C)cc2)C1=O (stereo not drawn)
→ -4.5%	-1.4%	-7.0%	-11.9%	2.0%	-24.8%	3.4%	1.5	-22.9%
> CC1CCC(C#N)(N(C)C(=O)CSc2nnc(C3CC3)n2C2CC2)CC1 (stereo not drawn)
→ -4.9%	-15.4%	2.9%	20.9%	0.2%	8.8%	-1.2%	-3.4	-20.3%
> COc1ccc(Cl)cc1S(=O)(=O)n1cnc2ccccc21
→ -4.1%	-5.2%	13.7%[57.1 µM]	33.4%[57.1 µM]	3.7%	-11.1%	2.3%	-2.5	-11.4%
> COc1ccc(Cc2nnc(NC(=O)CS(=O)(=O)c3ccccc3)s2)cc1OC
→ 1.6%	-13.3%	2.8%	11.7%	1.4%	-6.3%	7.6%	-0.3	-9.4%
> Cc1ccc2oc(C(=O)N(CCO)Cc3ccccc3)c(C)c2c1
→ 1.4%	1.9%	2.3%	33.5%	0.4%	-1.9%	-2.4%	1.8	-23.9%
> CCc1ccc(/C=C(\C#N)C(=O)NC2CCS(=O)(=O)C2)cc1 (stereo not drawn)
→ -2.7%	-0.2%	-0.2%[57.1 µM]	-9.9%[57.1 µM]	-14.4%	-2.4%	-1.6%	-1.4	-2.0%
> O=S(=O)(c1ccc(F)cc1)n1ccc(-c2cnc(-c3ccccc3)s2)n1
→ 3.2%	1.2%	9.3%	7.7%	-3.7%	5.2%[56.9 µM]	7.0%	-6.2	-8.8%
> COC(=O)c1ccc(C(=O)OC)c(NC(=S)N2CCCCC2C)c1 (stereo not drawn)
→ 0.9%	0.0%	110.7%[activator]	-14.0%	-2.9%	-43.9%	8.0%	2.9	-14.2%
> Cc1onc(-c2c(F)cccc2Cl)c1C(=O)N1CCc2ccccc2C1
→ -2.8%	1.4%	14.2%[57.1 µM]	8.8%[57.1 µM]	3.0%	7.2%	9.1%	-1.5	?
> Cc1ccc(Nc2nc3nonc3nc2N(C)C)cc1
→ -4.1%	1.6%	-13.0%	-12.8%	·	4.0%	0.1%	-3.8	-0.6%
> CCOc1cc([N+](=O)[O-])cc(/C=C2/NC(=O)N(Cc3ccccc3F)C2=O)c1O
→ -3.0%	4.1%	-12.3%	1.6%	-1.3%	9.7%	-3.4%	3.8	?
> COc1ccc(C(=O)O/N=C(\N)Cc2cccs2)cc1OC
→ 5.3%	-1.7%	-0.9%	12.1%	-0.5%	-11.9%	0.0%	0.3	-25.0%
> O=C(OCn1nnc2ccccc2c1=O)c1ccc(Br)o1
→ -1.8%	-4.9%	-0.1%	13.7%	1.4%	-3.0%	9.1%	0.9	-13.1%
> CCCc1cc(=O)[nH]c(Nc2ccc(Cl)cc2)n1
→ 1.1%	0.3%	8.3%	17.5%	-2.2%	-12.8%	8.2%	-0.8	-19.8%
> O=C(CSc1nnnn1-c1ccccc1)Nc1ccc(N2CCOCC2)c(Cl)c1
→ -6.1%	-0.7%	4.6%	15.3%	-0.6%	-19.3%	2.5%	-8.7	-9.4%
> COC(=O)C1=C(C)NC2=C(C(=O)CC(C)(C)C2)C1c1ccccn1 (stereo not drawn)
→ -3.9%	0.0%	62.0%[activator]	5.1%	-10.7%	14.4%	5.2%	-0.1	?
> COc1ccc(C(=O)NCCCNC(=O)c2cnccn2)cc1
→ -3.1%	1.0%	0.7%	6.4%	-4.8%	2.5%	-5.8%	-12.5	-21.0%
> O=C(Nc1cccc2cccnc12)C1CCCC1
→ -0.8%	0.3%	8.5%[57.1 µM]	13.1%	7.1%	3.6%	11.1%	-3.9	-10.2%
> O=C(c1ccc(Cl)cc1)N1CCCCC(Sc2nnc(-c3ccc4c(c3)OCO4)o2)C1=O (stereo not drawn)
→ -13.8%	-0.7%	-15.2%	-13.0%	-1.0%	7.9%	5.0%	-0.2	-6.1%
> CCOc1ccc(NC(=O)c2ccc3c(c2)nnn3C2CCCC2)cc1
→ -0.4%	1.5%	-0.2%[57.1 µM]	5.6%[57.1 µM]	-0.1%	5.1%	-5.3%	-12.6	-16.6%
> O=C(Nc1cc2nn(-c3ccccc3)nc2cc1Cl)c1ccco1
→ 2.0%	-5.5%	11.3%	18.3%[57.1 µM]	-11.3%	-45.2%	11.6%	1.0	-15.1%
> COCCN1CN=C(NS(=O)(=O)c2ccc(C)cc2)NC1
→ -4.4%&0.8%	2.2%&0.1%	5.7%	10.4%&13.0%	-23.2%&3.8%	-1.4%&5.0%	8.5%&-20.5%	1.4&-9.9	-9.1%&-2.2%
> COc1cc(CN2CCC(Cc3ccccc3)CC2)cc([N+](=O)[O-])c1O
→ -3.5%	1.0%	5.3%	20.8%	3.2%	-29.2%	0.0%	3.8	-19.6%
> CSCCC(NC(=O)COc1ccccc1)C(=O)OCc1ccc(Cl)cc1 (stereo not drawn)
→ 1.4%	-0.4%	-1.1%[57.1 µM]	1.5%[57.1 µM]	-6.5%	-29.6%	11.2%	-0.7	-18.9%
> O=c1[nH]c2cc3c(cc2cc1CN(CCCO)C(=S)NCc1ccco1)OCO3
→ -3.4%	-5.0%	29.6%	?	-0.5%	?	0.0%	2.1	-11.6%
> CC1=CC(=O)C=C(C)C1=NOC(=O)c1cccc([N+](=O)[O-])c1
→ 2.5%	0.9%	-10.0%	?	?	1.0%	11.3%	22.4	-25.2%
> O=C1[C@@H](Oc2ccccc2)[C@@H](c2cnc3ccccc3c2)N1c1ccccc1
→ -2.9%	-23.9%	5.8%	13.7%	?	-13.9%	13.9%	3.4	-20.8%
> COc1ccccc1NC(=O)c1ccc(CN(c2cc(Cl)ccc2C)S(=O)(=O)c2ccccc2)cc1
→ -2.9%	-5.5%	34.2%	32.9%[activator]	-3.2%	5.8%	6.1%	-3.4	-3.5%
> Cc1cccc(CCNC(=O)CCc2c(C)nc3ncnn3c2C)c1
→ -1.6%&-5.4%	1.4%&-6.4%	0.0%&-0.9%	18.5%&7.9%	-4.2%&-9.3%	-6.9%&-3.4%	-6.3%&-4.8%	-1.1&-7.0	-22.3%&-19.7%
> CCNc1nc(OC)nc(Oc2ccc(C(=O)OC)cc2)n1
→ 1.4%	4.3%	-2.3%	-4.4%	4.6%	-33.1%	0.2%	1.8	-1.9%
> Cc1cc(-c2sccc2C)nc(-n2cccc2)n1
→ 2.6%	0.5%	-2.0%	9.6%	-7.7%	-21.8%	7.0%	0.2	-14.9%
> Cn1c(N)c(C(=O)COC(=O)C2CCCC2)c(=O)n(C)c1=O
→ -0.4%	4.1%	-13.5%[57.1 µM]	9.9%[57.1 µM]	1.3%	-32.8%	2.8%	0.8	-9.0%

Source: PubChem BioAssay (National Center for Advancing Translational Sciences (NCATS))
